Compound activity: PubChem, National Center for Advancing Translational Sciences (NCATS)
A549 tox: counter-screen for Nrf2 inhibitors: cytotoxicity in A549 cells | A549 ARE-Fluc cells, CellTiter-Fluor viability, 18-24 h | Potency, µM (doses to about 46 µM), inactives show top-dose activity change, negative = cytotoxicity, hits mostly inhibitors | 0.16% of 390,000 active | AID 504648; note: potency is the fitted concentration of half-maximal effect; % is set by controls: 0 for no effect and ±100 for the full control effect
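A549 ARE_Fluc cells in 5% FBS OPTI-MEM were exposed to compounds in concentration-response for 18-24 h at 37 deg C. Viability was read by CellTiter-Fluor fluorescence (Ex 405/Em 525) after 30 min, before the luciferase read.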
TGFb inhibitor: TGF-b pathway inhibition. Potency, µM (titrated, usually from 46.1 µM), inactives show at the top dose activity, negative = inhibition, hits mostly inhibitors. 1.2% of 410,000 active. HepG2 CAGA-GFP TGF-b/SMAD3 reporter, GFP fluorescence, 18 h; TGF-beta stimulated, 500 pg/mL final; note: potency is the fitted concentration of half-maximal effect; % is set by controls: 0 for no effect and ±100 for the full control effect; nearly all actives have a fitted effect of over 65% in size
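HEPG2 CAGA-GFP, 1000 cells/well; 2 h settle, 37 C; cpd via pin tool; TGF-b 500 pg/mL final; 18 h, 37 C; GFP imaging ex488/em500-530; %Activity normalised to -TGF-b and +DMSO controls; CRC fit, curve class.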
EPAC2 antag: EPAC2 (human) antagonism; Q8WZA2; EPAC2 GEF exchange of Rap1B-BODIPY-GDP, fluorescence; Potency, µM (titrated, usually from 114 µM), for inactives: at the highest dose activity, negative = inhibition, hits mostly inhibitors; 0.18% of 360,000 active; note: potency is the fitted concentration of half-maximal effect; % is set by controls: 0 for no effect and ±100 for the full control effect; nearly all actives have a fitted effect of over 45% in size; many of its hits are not listed in these tables
Target sequence (Q8WZA2 whole entry, looked up): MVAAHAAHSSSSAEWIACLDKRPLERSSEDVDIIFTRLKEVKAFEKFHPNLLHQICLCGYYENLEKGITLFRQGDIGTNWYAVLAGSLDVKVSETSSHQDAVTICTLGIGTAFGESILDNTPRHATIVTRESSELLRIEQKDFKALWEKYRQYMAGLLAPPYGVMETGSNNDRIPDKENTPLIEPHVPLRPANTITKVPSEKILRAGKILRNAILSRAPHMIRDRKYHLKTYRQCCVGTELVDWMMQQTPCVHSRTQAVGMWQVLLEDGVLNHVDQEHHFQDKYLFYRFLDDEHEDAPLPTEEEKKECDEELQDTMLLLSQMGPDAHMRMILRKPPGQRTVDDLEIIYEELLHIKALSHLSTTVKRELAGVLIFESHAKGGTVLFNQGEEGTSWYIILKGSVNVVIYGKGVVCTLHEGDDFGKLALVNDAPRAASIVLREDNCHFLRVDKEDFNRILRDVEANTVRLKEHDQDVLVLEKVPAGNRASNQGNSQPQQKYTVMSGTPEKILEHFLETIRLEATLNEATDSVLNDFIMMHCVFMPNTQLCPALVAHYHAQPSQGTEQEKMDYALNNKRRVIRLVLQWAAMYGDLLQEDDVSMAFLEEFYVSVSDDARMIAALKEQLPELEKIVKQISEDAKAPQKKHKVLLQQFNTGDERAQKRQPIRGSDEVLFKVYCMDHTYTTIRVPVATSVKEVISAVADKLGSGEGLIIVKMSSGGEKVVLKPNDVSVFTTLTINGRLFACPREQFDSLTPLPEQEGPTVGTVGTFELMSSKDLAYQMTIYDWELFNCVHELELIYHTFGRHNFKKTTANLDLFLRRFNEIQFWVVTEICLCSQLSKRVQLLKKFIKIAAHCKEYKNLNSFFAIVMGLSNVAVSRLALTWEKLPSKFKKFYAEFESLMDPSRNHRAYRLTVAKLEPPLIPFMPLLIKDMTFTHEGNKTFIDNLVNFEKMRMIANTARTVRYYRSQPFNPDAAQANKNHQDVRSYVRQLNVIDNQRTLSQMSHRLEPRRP
EPAC2 agonist: EPAC2 (human) agonism; Q8WZA2; EPAC2 activation, biochemical qHTS; response scale: 100% = 6.5 mM cAMP response; Potency, µM (titrated, usually from 154 µM), without a hit: top-dose activation, hits mostly activators; 0.079% of 360,000 active; note: potency is the fitted concentration of half-maximal effect; nearly all actives have a fitted effect of over 50% in size
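Nucleotide exchange monitored as fluorescence drop when BODIPY-GDP leaves Rap1B. Reaction: 100 nM EPAC2, 250 nM RAP1B-BODIPY-GDP, 50 uM GDP, room temperature, kinetic read over 30 min. Activity expressed relative to 6.5 mM cAMP.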
CCT chaperon mod: changes cytosolic chaperonin activity. purified chaperonin ATPase assay, HTRF ADP detection, 30 min. activity change, % (no concentration beside the values), hits read low. 0.3% of 360,000 active; in the data active = activity change below about -30%; note: % is set by controls: 0 for no effect and ±100 for the full control effect
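We incubate TRiC, 40 or 20 nM final, with library compounds at 76 uM and 10 uM ATP for 30 min at 37 °C. ADP formed is detected with Transcreener HTRF reagents after 30 min at room temperature.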
Nrf2 inh: Nrf2 pathway inhibition | A549 ARE-Fluc reporter, luciferase luminescence, 18-24 h | Potency, µM (titrated, usually from 46 µM), for inactives: top-dose activity change, negative = inhibition, actives largely listed as inhibitors | 2.1% of 360,000 active | AID 504444; note: potency is the fitted concentration of half-maximal effect; % is set by controls: 0 for no effect and ±100 for the full control effect; nearly all actives have a fitted effect of over 60% in size
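Reporter: ARE-Fluc in A549. Exposure: 18-24 h, 37 °C, 5% CO2, 5% FBS OPTI-MEM. Readouts: fluorescent cytotoxicity (CellTiter-Fluor), then luminescent Nrf2 signal after BugLite.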
Mm-Cpn inhibitor: M. maripaludis TRiC chaperonin inhibition. 0.031% of 330,000 active. Potency, µM (titrated, usually from 76.9 µM), inactives show at the highest dose activity, negative = inhibition, hits mostly inhibitors. purified Mm-Cpn ATPase, ADP Transcreener TR-FRET. AID 504842; note: potency is the fitted concentration of half-maximal effect; % is set by controls: 0 for no effect and ±100 for the full control effect; nearly all actives have a fitted effect of over 80% in size
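ATP (10 uM final) was added to archaeal chaperonin (25 nM final) after 10 min exposure to test compound at 37°C; after 30 min further incubation, ADP was detected by competitive TR-FRET.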
pAkt inh: blocks phosphorylation of Akt. activity change, % for hits at 50 µM. 0.32% of 360,000 active. Neuro2A IGF-stimulated pAkt S473 HTRF, 20 min; stronger effect = lower value; in the data active = activity change below about -80%; inconclusive = mostly about -51% to -80%; note: % is set by controls: 0 for no effect and ±100 for the full control effect
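Neuro2A cells (4,500/well, DMEM with 0.5% FBS) were treated with compound at a single 50 µM final concentration, stimulated with 6 nM IGF for 20 min at 37 °C, and lysed. Phospho-Akt Ser473 was read by HTRF as 665/615 ratio ×10^4.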
Nrf2 ARE act: activators of Nrf2 (ARE) signaling; 0.31% of 410,000 active; Potency, µM (doses to about 46.1 µM), for the others: at the highest dose activation, most hits filed as activators; AREc32 ARE-luciferase reporter (MCF7-derived line), luminescence, 24 h; note: potency is the fitted concentration of half-maximal effect; % of control where 0% means no effect; nearly all actives have a fitted effect of over 65% in size
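Reporter line AREc32 (ARE-Fluc), seeded overnight in OPTI-MEM with 5% FBS; compound pin-transferred, 24 hr at 37 deg C, 5% CO2; luminescent read-out.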
The depositor's hits bear a star; i = inactive; ? = inconclusive; · = not tested or not shown; & = joins results of further samples; [ ] = remark or other dose. Unless noted, calls come from the whole dose curve; as a rule, active = well fitted curve in the direction sought with a large enough effect; inconclusive = small, poorly fitted or top-dose-only effect, or another doubt; inactive = no such curve, though single readings can be large; an effect the other way counts as inactive or inconclusive. A portion of the library. The share of hits here may be higher or lower than overall.

SMILES	A549 tox	TGFb inhibitor	EPAC2 antag	EPAC2 agonist	CCT chaperon mod	Nrf2 inh	Mm-Cpn inhibitor	pAkt inh	Nrf2 ARE act
CCn1c(CCNC(=O)c2ccc(OC)cc2)nnc1SCc1ccc(Cl)c(Cl)c1	-24%	?	-8%	4%	1.8	?	3%	i	0.6%
Cc1sc2nc(SCC(=O)N3CCOCC3)[nH]c(=O)c2c1-c1ccccc1	8%	-3%	-1%	0%	-3.3	-4%	2%	i	1.8%
COC(=O)c1ccc(NC(=O)COC(=O)COc2cccc3c2OC(C)(C)C3)cc1	2%	1%	-5%	12%	-1.3	8%	-12%	i	-0.2%
Cc1cc(NC(=O)c2ccc(S(=O)(=O)N(C)CC3CCCO3)cc2)no1 (configuration not stated)	7%	-3%	-6%	6%	-14	-3%	-10%	i	-0.5%
COC(=O)c1cc(-c2ccc(S(=O)(=O)N3CCCCC3)cc2)c(C(F)(F)F)s1	0%	19%	-11%	-5%	-0.8	4%	-1%	i	5.0%
CCNC(=O)C12CCC(C)(C(=O)C1Br)C2(C)C (configuration not stated)	11%	0%	-8%	3%	0.6	4%	1%	i	1.9%
COc1ccnc(Oc2ccccc2)c1-c1ncn[nH]1	-2%	0%	-13%	8%	1.7	-2%	1%	i	0.0%
Cc1nc(NC(=O)CN2CCN(c3cccc(Cl)c3)CC2)sc1C(=O)N(C)C	2%	-14%	7%	1%	-0.9	-29%	-6%	i	0.1%
Cc1sc2ncnc(SCC(=O)N3CCOCC3)c2c1C	?	28%	-8%	8%	3.0	-22%	-1%	i	-0.9%
Cc1cn(C2OC(COC(=O)c3ccccc3)C(O)C2Cl)c(=O)[nH]c1=O (configuration not stated)	-5%	12%	8%[57.1 µM]	3%	-2.5	-16%	2%	i	0.2%
COCCNC(=S)N1CCC(C(=O)c2ccc3c(c2)OCCO3)CC1	-9%	3%	3%	0%	-2.3	?	0%	i	-0.3%
COc1ccc(Br)cc1C1NC(=O)NC(C)=C1C(=O)N(C)C (configuration not stated)	7%	0%	15%	-9%	0.6	11%	-1%	·	-0.7%
Cc1nnc(SCC(=O)Nc2cccc(C(F)(F)F)c2)[nH]c1=O	3%	0%	7%	-22%	-3.8	7%	1%	i	-0.3%
CCOc1ccc(C2/C(=C(/O)c3ccc4c(c3)CC(C)O4)C(=O)C(=O)N2CC2CCCO2)cc1 (configuration not stated)	-9%	14%	-2%	-4%	-0.1	-18%	-3%	i	0.2%
CCN(CC)c1c(C)nc2ccc(C(=O)N3CCN(C(=O)c4ccco4)CC3)cn12	·	13%	4%	-14%	0.3	·	·	i	1.4%

In the list so far, four have an NH in an aromatic ring.
SMILES	A549 tox	TGFb inhibitor	EPAC2 antag	EPAC2 agonist	CCT chaperon mod	Nrf2 inh	Mm-Cpn inhibitor	pAkt inh	Nrf2 ARE act
Cc1sc2nc(SCC(=O)N3CCOCC3)[nH]c(=O)c2c1-c1ccccc1	8%	-3%	-1%	0%	-3.3	-4%	2%	i	1.8%
COc1ccnc(Oc2ccccc2)c1-c1ncn[nH]1	-2%	0%	-13%	8%	1.7	-2%	1%	i	0.0%
Cc1cn(C2OC(COC(=O)c3ccccc3)C(O)C2Cl)c(=O)[nH]c1=O (configuration not stated)	-5%	12%	8%[57.1 µM]	3%	-2.5	-16%	2%	i	0.2%
Cc1nnc(SCC(=O)Nc2cccc(C(F)(F)F)c2)[nH]c1=O	3%	0%	7%	-22%	-3.8	7%	1%	i	-0.3%

Three compounds out of the list, ordered by molecular weight, highest first:
SMILES	A549 tox	TGFb inhibitor	EPAC2 antag	EPAC2 agonist	CCT chaperon mod	Nrf2 inh	Mm-Cpn inhibitor	pAkt inh	Nrf2 ARE act
CCOc1ccc(C2/C(=C(/O)c3ccc4c(c3)CC(C)O4)C(=O)C(=O)N2CC2CCCO2)cc1 (configuration not stated)	-9%	14%	-2%	-4%	-0.1	-18%	-3%	i	0.2%
Cc1nc(NC(=O)CN2CCN(c3cccc(Cl)c3)CC2)sc1C(=O)N(C)C	2%	-14%	7%	1%	-0.9	-29%	-6%	i	0.1%
Cc1sc2nc(SCC(=O)N3CCOCC3)[nH]c(=O)c2c1-c1ccccc1	8%	-3%	-1%	0%	-3.3	-4%	2%	i	1.8%

Continuation:
SMILES	A549 tox	TGFb inhibitor	EPAC2 antag	EPAC2 agonist	CCT chaperon mod	Nrf2 inh	Mm-Cpn inhibitor	pAkt inh	Nrf2 ARE act
CN1CCN(c2ccc(NC(=O)c3ccc(Cl)cc3Cl)cc2)CC1	-13%	7%	-4%	10%	1.6	11%	-3%	i	6.3%
CC(C)=C1Cc2ccccc2C1=O	0%	-2%	1%	3%	-1.3	0%	1%	i	0.1%
COc1cc(NC(=O)c2ccc(NC(=O)N3CCSc4ncccc43)cc2)cc(OC)c1	4%	-15%	·	·	·	-8%	·	·	6.5%
Cc1cccc(NC(=O)CSc2nc3c(oc4ccccc43)c(=O)n2C(C)C)c1	-17%	-16%	·	·	·	?	·	·	-0.3%
CCC1CCCCN1C(=O)c1cc(-c2ccc(Cl)c(Cl)c2)on1 (configuration not stated)	-14%	?	-11%	21%	-3.3	-15%	-1%	i	3.0%
CN(Cc1cccc(C(F)(F)F)c1)Cc1nc(-c2cnccn2)no1	9%	-9%	-9%	5%	-2.9	-26%	3%	i	0.3%
CCOc1ccc(NS(=O)(=O)c2ccc(N)cc2)cc1	-1%	-6%	-3%	10%	0.3	-21%	2%	i	0.4%
N#Cc1cccc(-c2csc(C(O)c3ccc(F)cc3)n2)c1 (configuration not stated)	·	-6%	0%	6%	-1.1	·	·	i	0.6%[9.22 µM]
O=C(NCc1ccc(Cl)cc1)c1cccc2c1C(=O)N(CC1CCCO1)C2 (configuration not stated)	10%	-1%	-13%	12%	0.2	-5%	1%	i	5.0%
O=C1C=CC(=O)N1c1ccc2ccccc2c1	3%	-14%	1%	12%	-0.5	1%	·	i	23%
COc1ccc(Cc2nnc(NC(=O)c3ccco3)s2)cc1OC	-2%	-4%	-1%	-4%	-1.4	-13%	2%	i	?
CCOc1ccccc1N(CC(=O)NC1CCCC1)S(=O)(=O)c1ccc(C)cc1	-25%	1%	-14%	19%	-7.1	15µM*	0%	i	3.1%
CCCn1c(N)c(C(=O)CSc2ncn[nH]2)c(=O)n(C)c1=O	0%	-10%	9%	-4%	-6.1	4%	1%	i	-0.6%
Cc1cnc(NC(=O)c2ccc(-c3ccc([N+](=O)[O-])cc3)o2)s1	-1%	0%	7%	2%	1.6	1%	1%	i	0.0%
NC(=O)Nc1ccc(Nc2ccccc2)cc1	-6%	-26%	0%	10%	-1.5	-5%	-4%	i	-0.7%
CCc1cccc(Nc2ncnc3onc(-c4ccc(F)cc4)c23)c1	13%	?	·	·	·	?	·	·	7.4%
CC(=O)CC1(O)C(=O)N(CN2CCN(c3ccccc3)CC2)c2ccccc21 (configuration not stated)	0%	17%	-1%	5%	-2.3	2%	1%	i	-0.2%
CCN(CC)C(=O)CSc1nnc(-c2cc(OC)cc(OC)c2)o1	8%	26%	-5%	4%	0.4	-12%	2%	·	5.8%
CCN(C(=O)COC(=O)/C=C/c1c(C)nn(Cc2ccc(C)cc2)c1C)C1CCS(=O)(=O)C1 (configuration not stated)	1%	-23%	-10%	-2%	-2.7	?	-1%	i	0.2%
COc1cccc(-c2nc(NCC3CCCO3)c3ccccc3n2)c1O (configuration not stated)	-18%	-9%	-6%	9%	1.7	?	-2%	i	4.0%
Cn1c(=O)n(-c2ccc(F)c(Cl)c2)c(=O)c2sc3ccccc3c21	-1%	-1%	·	·	·	-4%	·	·	-0.8%
Cc1ccc(NC(=O)c2sc3nc4n(c(=O)c3c2C)CCCCC4)c(Br)c1	0%	-16%	·	·	·	?	·	·	0.6%
Cc1ccc(NC(=O)C(C)NS(=O)(=O)c2ccc(F)cc2)cc1C (configuration not stated)	1%	-1%	-12%	7%	-2.2	-5%	1%	i	2.1%
COc1cccc(C2=NNC(=NCc3ccccc3)SC2)c1	0%	?	5%	1%	-2.5	18%	-1%	i	-0.7%
CCN(c1ccc(OC)cc1)S(=O)(=O)c1ccc2[nH]c(=O)ccc2c1	3%	-25%	·	·	·	?	·	·	0.8%
COCCCNC(=O)/C=C1\Sc2ccccc2N(Cc2ccccc2F)C1=O	5%	-7%	7%	5%	-1.0	3%	3%	i	11µM*
COC(=O)C1=C(C)N2C(=O)CSC2=NC1c1ccc2c(c1)OCO2 (configuration not stated)	?	5%	-1%	-2%	2.3	-13%	-16%	i	1.6%
O=C(Nc1ccccc1NC(=O)c1c(F)cccc1F)c1c(F)cccc1F	8%	3%	12%	13%	-1.4	6%	1%	i	-2.0%
N#C/C(=C/c1ccc([N+](=O)[O-])cc1)C(=O)Nc1ccccc1O	2%	13%	-17%	7%	1.3	-2%	0%	i	18%
Fc1ccccc1-c1ccc(/C=N/Nc2nc3ccccc3[nH]2)o1	4%	13µM*	-7%	12%	-0.1	?	-4%	i	11µM*
CC(=O)c1cccc(-c2ccnc3c2CC(C(=O)Nc2cccnc2)O3)c1 (configuration not stated)	·	4%	-5%	0%	0.7	·	·	i	4.1%
Nc1nc(-c2ccc(Cl)cc2)c(S(=O)(=O)c2ccccc2)s1	0%	-26%	?	24%	-3.5	?	-4%	i	2.9%
O=C(NCCN1CCOCC1)c1c(O)nc2ccccn2c1=O	-2%	-9%	-3%	-2%	-72*	3%	-2%	·	1.2%
COc1cc(C)nc(Oc2ccc(OCc3ccccc3)nn2)n1	5%	2%	6%	1%	-0.7	7%	0%	i	-0.9%
COc1ccc(S(=O)(=O)N2CCN(C(=O)c3cc(-c4ccc(Br)cc4)n[nH]3)CC2)cc1OC	-13%&-3%	?	2%	8%	-0.7	21µM*	-1%	i	2.8%&3.5%
